# POLK inh: qHTS for Inhibitors of Polymerase Kappa; DNA polymerase kappa (Homo sapiens), Q9UBT6; purified Pol kappa, fluorescent DNA synthesis assay, 10 min; Potency, µM (doses to about 107 µM), inactives show at the highest dose activity, negative = inhibition, most hits filed as inhibitors; 0.53% of 400,000 active; further: potency means the concentration at half of the fitted maximal effect; on the % scale 0 is the no-effect control and ±100 the full control effect
#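 Inhibition of 10 nM Pol kappa is measured by a fluorescent read-out at 0 and 10 min following addition of 50 nM substrate (final), with a 15-min room-temperature compound preincubation.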
# Tb PGK inh: qHTS Assay to Find Inhibitors of Phosphoglycerate Kinase. Phosphoglycerate kinase, glycosomal (Trypanosoma brucei brucei), P07378. PGK/GAPDH coupled, Kinase-Glo luminescence, 60 min. Potency, µM (top dose mostly 57.5 µM), inactives show at the top dose activity change, negative = inhibition, actives largely listed as inhibitors. 0.043% of 380,000 active. AID 602233, 2012; further: potency means the concentration at half of the fitted maximal effect; on the % scale 0 is the no-effect control and ±100 the full control effect; nearly all actives have a fitted effect of over 60% in size
#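 Luminescent ATP detection (Kinase-Glo Plus) follows a 60-minute room-temperature incubation, with wells lacking PGK as controls. Buffer: 100 mM TEA (pH 7.6), 5 mM MgCl2, 0.01% Tween-20. Coupling enzyme GAPDH (100 nM final) supplies unstable 1,3-BPG in-well.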
# POLH inh: qHTS for Inhibitors of Polymerase Eta | recombinant Pol eta, fluorescent DNA replication assay | Potency, µM (top dose mostly 114 µM), for the others: top-dose activity change, negative = inhibition, most hits filed as inhibitors | 1.2% of 390,000 active; further: potency means the concentration at half of the fitted maximal effect; on the % scale 0 is the no-effect control and ±100 the full control effect
#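 Fluorescent replication assay: 50 nM final substrate added after a 15 min room-temperature compound preincubation with 10 nM enzyme. Signal taken at 0 min and again at 10 min.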
# APEX1 inh: qHTS Assay for Inhibitors of the Human Apurinic/apyrimidinic Endonuclease 1 (APE1); recombinant APE1, TAMRA/BHQ-2 abasic DNA cleavage fluorescence; Potency, µM (highest dose often 65.8 µM), without a hit: at the highest dose activity change, negative = inhibition, most hits filed as inhibitors; 0.35% of 350,000 active;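 further: potency means the concentration at half of the fitted maximal effect; plate controls were vehicle for no effect and reference inhibitor for full effect; nearly all actives have a fitted effect of over 55% in size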
#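 Endonuclease cleavage of a quenched abasic-site DNA duplex (50 nM) by APE1 (0.75 nM) was tracked by TAMRA dequenching. Compounds were preincubated with enzyme 15 min at room temperature; data normalized to buffer-only and DMSO wells plus NSC13755 control.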
# Anesthetic bind: qHTS Assay for Identification of Novel General Anesthetics; 0.074% of 350,000 active; Ferritin light chain (Equus caballus), P02791; apoferritin/1-aminoanthracene competitive binding, fluorescence; AID 485281, 2010; Potency, µM (highest dose often 77.5 µM), inactives show top-dose activity change, negative = displacement, most hits filed as inhibitors; further: potency means the concentration at half of the fitted maximal effect; on the % scale 0 is the no-effect control and ±100 the full control effect; nearly all actives have a fitted effect of over 20% in size
# Target sequence (P02791 2-175 limits assumed): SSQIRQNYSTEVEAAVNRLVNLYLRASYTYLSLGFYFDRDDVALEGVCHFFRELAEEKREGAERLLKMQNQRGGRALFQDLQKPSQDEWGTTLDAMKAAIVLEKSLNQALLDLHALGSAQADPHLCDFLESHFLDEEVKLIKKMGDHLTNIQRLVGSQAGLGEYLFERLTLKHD
#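 Horse-spleen apoferritin (10 uM) was mixed with 50% saturated 1-aminoanthracene in PBS, exposed to compounds for 10 min at room temperature, and read for fluorescence (ex 380 nm, em 535 nm). Competitive displacement was fitted with a four-parameter Hill equation.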
# RXFP1 antagonist: qHTS Assay for Antagonists of the Relaxin Receptor RXFP1. Relaxin receptor 1 (Homo sapiens), Q9HBX9. HEK293-RXFP1, relaxin-stimulated cAMP HTRF, 30 min; active compounds read low. activity change, negative = inhibition, % at 57.5 µM. 0.59% of 350,000 active;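 active means activity change of -60% or lower, but not beyond a set lower limit; inconclusive means change between -60% and -40%, or beyond the set limit; inactive means change above -40%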; further: on the % scale 0 is the no-effect control and ±100 the full control effect
# Target sequence (Q9HBX9 whole entry, looked up): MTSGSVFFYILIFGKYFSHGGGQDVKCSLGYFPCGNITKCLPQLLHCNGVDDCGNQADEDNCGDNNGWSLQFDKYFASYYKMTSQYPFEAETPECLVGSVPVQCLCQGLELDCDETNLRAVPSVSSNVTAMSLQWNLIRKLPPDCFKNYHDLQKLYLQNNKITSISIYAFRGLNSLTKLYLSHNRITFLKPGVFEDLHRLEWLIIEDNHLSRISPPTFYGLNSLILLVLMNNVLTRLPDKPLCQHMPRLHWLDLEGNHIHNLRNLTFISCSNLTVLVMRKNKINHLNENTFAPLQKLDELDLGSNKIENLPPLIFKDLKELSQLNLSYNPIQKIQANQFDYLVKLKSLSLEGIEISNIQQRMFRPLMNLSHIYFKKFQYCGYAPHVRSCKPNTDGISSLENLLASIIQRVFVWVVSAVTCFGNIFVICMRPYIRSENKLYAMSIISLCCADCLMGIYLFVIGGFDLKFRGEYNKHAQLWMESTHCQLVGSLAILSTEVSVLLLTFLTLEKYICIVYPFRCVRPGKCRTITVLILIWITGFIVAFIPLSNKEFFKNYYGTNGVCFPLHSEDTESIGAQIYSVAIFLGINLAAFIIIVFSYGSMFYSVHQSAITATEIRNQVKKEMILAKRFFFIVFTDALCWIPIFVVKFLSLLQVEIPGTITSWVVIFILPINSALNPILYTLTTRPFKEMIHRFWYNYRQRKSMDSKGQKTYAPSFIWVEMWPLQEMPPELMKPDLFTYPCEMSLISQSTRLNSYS
# Pol iota inh: qHTS for Inhibitors of Polymerase Iota. Pol iota fluorescent replication assay, 10 min. DNA polymerase iota (Homo sapiens), Q9UNA4. Potency, µM (top dose mostly 115 µM), inactives show top-dose activity, negative = inhibition, usual class: inhibitors. 1% of 390,000 active. AID 588590, 2011; further: potency means the concentration at half of the fitted maximal effect
#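 Pol iota at 10 nM preincubated 15 min with compounds at room temperature; reaction started with fluorescent substrate, 50 nM final. Fluorescence read kinetically at 0 and 10 min; buffer-only wells as negative control.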
# POLB inh: qHTS Assay for Inhibitors of DNA Polymerase Beta; P06746; Pol beta primer extension/strand displacement, fluorescence kinetic; Potency, µM (titrated, usually from 114 µM), inactives show top-dose activity change, negative = inhibition, most hits filed as inhibitors; 1.3% of 340,000 active; AID 485314, 2010; further: potency means the concentration at half of the fitted maximal effect; on the % scale 0 is the no-effect control and ±100 the full control effect
#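 Pol beta (10 nM) and compounds were preincubated 15 min at room temperature, then 50 nM substrate (final) started primer extension/strand displacement. Reads were taken at 0 and 10 min; concentration-response data were fitted to a four-parameter Hill equation.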
# BLM inh: qHTS Assay for Inhibitors of Bloom's syndrome helicase (BLM) | AID 2528, 2010 | recombinant BLM DNA unwinding, fluorescence dequenching | 0.2% of 350,000 active | RecQ-like DNA helicase BLM (Homo sapiens), P54132 | Potency, µM (titrated, usually from 56.1 µM), for inactives: at the top dose activity change, negative = inhibition, most hits filed as inhibitors;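 further: potency means the concentration at half of the fitted maximal effect; plate controls were vehicle for no effect and no enzyme for full effect; nearly all actives have a fitted effect of over 35% in size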
# * marks the source's active call; other numbers are inactive results; i = inactive; ? = inconclusive; · = not tested or not shown; & = joins results of further samples; ! = repeats disagree; [ ] = dose if it differs, or a comment. Unless noted, the call rests on the fitted dose curve; in most records, active means well fitted curve in the direction sought with a large enough effect; inconclusive means small, poorly fitted or top-dose-only effect, or another doubt; inactive means no such curve, though single readings can be large; an effect the other way counts as inactive or inconclusive. Some of the compounds tested; count on the stated rates, not on these rows.
SMILES,POLK inh,Tb PGK inh,POLH inh,APEX1 inh,Anesthetic bind,RXFP1 antagonist,Pol iota inh,POLB inh,BLM inh
CCCCN(CC)C(=O)Cn1nc(Cc2ccncc2)c2ccccc2c1=O,9%,6%,-11%,-4%,-7%,2,34%,52%,0%
CSc1nnc(-c2sc3cc(C(F)(F)F)cnc3c2-c2cccnc2)n1C,-3%,-2%,-3%,-1%,-16%,-4,21%,8%,-6%
Cn1c(=O)c2c(nc(Oc3ccc4c(c3)OCO4)n2Cc2ccc(Br)cc2)n(C)c1=O,-12%,5%,-4%,-2%,-2%,2,20%,0%,1%
CCC1Oc2ccccc2N(CC(=O)NC2CCCCC2C)C1=O (stereo not drawn),6%,i,-16%,74%[activator],-13%,-12,7%,2%,1%
NC(=O)c1ccc(NC(=O)CN2CCN(S(=O)(=O)c3ccc4c(c3)OCCO4)CC2)cc1,-5%,3%,-4%,-1%,·,-7,12%,·,·
Cc1ccc(-c2noc(/C=C/c3ccccc3)n2)cc1,0%,-4%,-8%,-6%,-18%,-20,1%,17%,-4%
Cc1nc2cc(Nc3nnc(-c4ccccc4)c4ccccc34)ccc2n1C,-13%,·,-22%,-10%,-7%,10,15%,1%,4%
CCc1ccc2oc(-c3ccc(OC)cc3)cc(=Nc3c(C)n(C)n(-c4ccccc4)c3=O)c2c1,15%,-5%,-19%,0%,?,-23,-4%,0%,0%
O=C(NCCOc1ccccc1F)c1cc([N+](=O)[O-])ccc1N1CCOCC1,-13%,16%,-2%,39%,-20%,8,2%,?,-8%
CN1CCCN(C(=O)CNC(=O)c2ccc(Cl)cc2Cl)CC1,4%,-1%,-10%,8%,·,-9,38%[activator],·,·
CCOC(=O)C1CCN(C(=O)CN2C(=O)c3cccnc3Oc3ccccc32)CC1,-5%,-5%,-3%,-4%,0%,18,-30%,103%,1%
CCCn1c(=N)c(C(=O)NC2CCCC2)cc2c(=O)n3cc(C)ccc3nc21,2%,-7%,-20%,·,41%[activator],·,29%,0%,1%
Cc1c(Cl)cccc1-c1ccc(/C=N/n2cnnc2)o1,6%,1%,4%,1%,?,-6,4%,0%,1%
Cc1ccc(S(=O)(=O)N2c3ccccc3-c3c(ssc3=S)C2(C)C)cc1,6%,i,-22%,13%,7%,·,5%,-8%,0%
CC1CCN(C2(O)C(=O)Nc3ccc(Br)cc32)CC1 (stereo not drawn),-12%,-5%,-9%,-2%,?,19,-6%,4%,-2%
Cc1cc(NC(=O)c2ccccc2)ncc1NC(=O)c1ccco1,-18%,?,0%,-8%,0%,-7,7%,-21%,-5%
CCOc1cc(N2CCOCC2)c(OCC)cc1NC(=O)c1[nH]c(C)c(C(C)=O)c1C,3%,i,-19%,10%,·,-5,9%,·,·
CC(=O)Nc1cc(C(=O)N2CCN(C)CC2)ccc1Sc1ccc(C)cc1,-3%,7%,-12%,2%,-5%,-6,12%,11%,-13%
Cc1ccc(NC(=O)c2ccc3c(=O)n4c(nc3c2)CCC4)cc1S(=O)(=O)N(C)C,-16%,-3%,?,6%,·,-2,?,·,·
COc1ccc(CC(=O)NCC2CCCN(Cc3cccc(C(F)(F)F)c3)C2)cc1 (stereo not drawn),4%,-9%,-18%,7%,-14%,-2,22%,-16%,0%
Cc1cc(C)nc(N2CCCC(C(=O)NNC(=O)c3ccncc3)C2)n1 (stereo not drawn),5%,0%,-22%,8%,-2%,-3,-1%,?,-10%
Cc1cc(NC(=O)c2c(F)c(F)c(F)c(F)c2F)no1,-1%,i,5%,-4%,-2%,27,-5%,6%,-8%
CCOC(=O)c1c(N)n(-c2ccc(C)c(Cl)c2)c2nc3ccccc3nc12,-13%[60.1 µM],-9%,-1%,·,68%[activator],·,-15%,4%,-1%
CCOC(=O)c1cccc(NC(=O)c2ccc3nc(CCc4ccccc4)oc3c2)c1,-19%[60.1 µM],i,-8%,·,-5%,-14,-12%,6%,-2%
Cc1ccc2c(c1)C(=C(C#N)C#N)C(=O)N2CCN1CCCCC1,5%,-4%,-24%,18%,2%,-3,18%,25%,-6%
Cc1cn(C2CCCCO2)c(=O)nc1NO (stereo not drawn),-22%,-1%,-7%,·,·,3,5%,·,·
CCCCNC(=O)COC(=O)c1cc(C)nc2ccccc12,4%,-7%,-3%,1%,-4%,-13,6%,29%,0%
O=C(C1=C[C@@H](c2ccc(C(F)(F)F)cc2)C[C@@H](OCc2ccc(CO)cc2)O1)N1CCN(Cc2ccc3c(c2)OCO3)CC1,-6%,-3%,-22%,-5%,-3%,·,?,-20%,-10%
CC(C)(C)N1C(=O)[C@H]2[C@@H](c3ccc(Br)cc3)N3C(=O)N(c4cccc(F)c4)C(=O)[C@@]3(C)[C@H]2C1=O,4%,-4%,-25%,12%,·,·,19%,·,·
CC(C)NC(=O)C(=O)Nc1cc2c3c(c1)CCC(=O)N3CCC2,-14%,3%,3%,26%,5%,17,6%,40%,3%
COC(=O)c1ccc(NC(=O)CCCCCn2nnc3ccccc3c2=O)cc1,-4%[60.1 µM],6%,-8%,28%,-9%,3,17%,1%,-8%
Cc1c(C(=O)OC/C(O)=C(\C#N)c2nc3ccccc3[nH]2)oc2ccc(Br)cc12,-15%,i,1%,1%,1%,-10,55%[activator],1%,-9%
CN(Cc1ccccc1)C(=O)COc1cc(Cl)ccc1Cl,-2%,3%,-21%,33%,-13%,-9,80%[activator],-7%,-2%
O=C(Nc1nnc(CSCc2ccccc2F)s1)c1cccc([N+](=O)[O-])c1,-12%,2%,19%,1%,?,-7,1%,-30%,-5%
NC(=O)C1CCN(CC(=O)Nc2cccnc2Cl)CC1,-2%,-9%,-8%,-17%,2%,-13,81%[activator],0%,2%
CC/C=C\C/C=C\C/C=C\CCCCCCCC(=O)O,28µM*!,-3%,7.9µM*,-35%&-5%&-1%&-5%&15%,-13%&-3%,·,13µM*,·,?

# Rewritten with tabs: part of the list above
SMILES	POLK inh	Tb PGK inh	POLH inh	APEX1 inh	Anesthetic bind	RXFP1 antagonist	Pol iota inh	POLB inh	BLM inh
COC(=O)c1ccc(NC(=O)CCCCCn2nnc3ccccc3c2=O)cc1	-4%[60.1 µM]	6%	-8%	28%	-9%	3	17%	1%	-8%
CN(Cc1ccccc1)C(=O)COc1cc(Cl)ccc1Cl	-2%	3%	-21%	33%	-13%	-9	80%[activator]	-7%	-2%

# Remaining list, next part.
SMILES,POLK inh,Tb PGK inh,POLH inh,APEX1 inh,Anesthetic bind,RXFP1 antagonist,Pol iota inh,POLB inh,BLM inh
CCN(CC)C(=O)C(=O)c1cn(CCOc2ccccc2)c2ccccc12,11%,i,-14%,-3%,?,-4,42%[activator],-17%,-4%
CCC(C(=O)NC1CCCCC1)n1c2ccccc2c2nc(=O)cc(C)n21 (stereo not drawn),2%,-2%,-11%,-4%,-4%,21,6%,14%,1%
O=C1CC(c2nc(-c3ccccc3)no2)CN1c1ccc2c(c1)OCCO2 (stereo not drawn),-15%,-2%,-19%,·,-17%,-13,10%,-2%,-2%
O=Nc1c(O)[nH]c2c(F)cccc12,-6%,-2%,?,5%,0%,-17,14%,6%,0%
O=C(O)/C=C/C(=O)c1ccc(O)cc1,-19%,1%,3%,0%,-4%,4,18µM*,0%,2%
Cc1cc(=O)[nH]c(-c2ccc(Cl)cc2)n1,2%,-8%,-18%,-3%,13%,-7,-16%,14%,-5%
NC(=O)c1cc(-c2ccccc2)sc1NC(=O)Cc1ccc(S(=O)(=O)N2CCOCC2)s1,-13%,2%,-4%,-6%,?,0,-1%,-1%,-7%
CN1CCCC(CN2c3ccccc3Sc3ccccc32)C1 (stereo not drawn),3%,5%,-17%,1%,-19%,·,7%,3%,0%&-13%
Cn1c(SCc2nc(-c3ccccc3)no2)nnc1-c1cccs1,-4%,-8%,-14%,3%,3%,-3,-1%,12%,3%
O=C(N/N=C/c1ccco1)C1COc2ccccc2O1 (stereo not drawn),-4%,-10%,-10%,5%,-1%,-4,29%,-14%,-4%
CC1CN(C(=O)C(C)Sc2nc3ccccc3s2)CC(C)O1 (stereo not drawn),-9%,-6%,6%,-1%,-22%,9,5%,3%,-1%
CC(C)CC(COCc1ccc(Cl)cc1)N1CCN(C(=O)c2cccc(C(F)(F)F)c2)CCC1=O (stereo not drawn),-2%,i,-18%,-3%,-7%,·,17%,20%,-7%
COc1cc(Cl)c(C)cc1NC(=O)c1nn(C)c2c1CSc1ccccc1-2,6%,i,-17%,·,-3%,-2,282%[activator],5%,1%
N#Cc1ccc(S(=O)(=O)N2CCC(C(=O)Nc3cccc(C(=O)NC4CC4)c3)CC2)cc1,12%,-6%,-15%,53%[activator],·,-9,-10%,·,·
COc1ccc(OC)c(-n2c3c(cc(-c4nc(-c5ccc(Cl)cc5)cs4)c2=O)C(=O)CC(C)(C)C3)c1,-6%,3%,-10%,·,-3%,-10,-1%,-3%,-5%
COc1ccc(Cl)cc1NC(=O)c1nnn(CC(=O)Nc2ccc3c(c2)OCO3)c1N,-19%,-13%,-7%,-10%,3%,-13,-20%,27%,-4%
CC(C)c1ccc(N(CC(=O)NCc2ccc(F)cc2)C(=O)c2csnn2)cc1,-5%,-3%,-2%,-9%,-21%,2,22%,12%,-3%
COc1cc2cnc(C3=CCCCC3)cc2cc1OC,-11%,i,-5%,0%,·,·,31%[activator],·,·
Cc1cc(=O)oc2cc(OCC(=O)Nc3ccc(CN4CCOCC4)cc3)ccc12,6%,-4%,-5%,16%,-29%,-2,-17%,-16%,18%
